RGS4 inh – human RGS4 inhibition; P49798; HEK293 M3R/RGS4 inducible, Fluo-4 calcium flux; active compounds read high; triggered by carbachol at its EC20; B-score at 10 µM; actives 0.45% (n = 310,000); AID 463165;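 active means B-score, a plate-corrected calcium signal, over three deviations above library mean, with baseline fluorescence within five deviations of library mean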;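 further: RGS4 expression induced by doxycycline in cells with stable M3 receptor; B-score is computed from the integrated fluorescence ratio over baseline after carbachol; higher B-score means a larger calcium signal and so more RGS4 inhibition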
Target sequence (P49798 whole entry, looked up): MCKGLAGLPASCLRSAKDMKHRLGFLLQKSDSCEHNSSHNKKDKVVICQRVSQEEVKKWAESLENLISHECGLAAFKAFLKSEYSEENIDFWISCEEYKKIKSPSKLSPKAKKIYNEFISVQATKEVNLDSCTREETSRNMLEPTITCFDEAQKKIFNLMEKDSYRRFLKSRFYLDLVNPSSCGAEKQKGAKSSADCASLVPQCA
RGS4 pot – potentiators or activators of RGS4 | HEK293 M3R/inducible RGS4, carbachol calcium flux Fluo4; active compounds read low | B-score at 10 µM | actives 0.92% (n = 310,000);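 active means B-score of the integrated calcium signal more than 4 SD below the library mean, with starting fluorescence not abnormally high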;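 further: negative B-score means reduced calcium response which marks RGS4 activation or potentiation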
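Test system: HEK293 cells with stable M3R and inducible RGS4; also added: carbachol at ECmax as muscarinic agonist stimulus; schedule: dye loading 30 min 37 °C, buffer rest 30 min RT; technique: kinetic calcium fluorescence imaging with Fluo4-AM dye, 2 µM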
KCNK9 inh – human KCNK9 channel inhibition. Q9NPC2. HEK293 KCNK9, FluxOR thallium flux fluorescence; active compounds read low. B-score at 10 µM. actives 1.2% (n = 310,000). AID 488922;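 active means ratio B-score over 3 SD below the library mean, with starting fluorescence within 5 SD of its mean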;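 further: negative B-score means less thallium flux so channel inhibition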
PolyA inhibitor – blocks polyadenylation in yeast reporter cells | S. cerevisiae SKY197-pL101 polyadenylation reporter, beta-gal luminescence; efflux-impaired pdr1/pdr3 knockout yeast; score 100 = 6 SD above DMSO | calls only at 12 µM | actives 0.02% (n = 300,000);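 active means lowest replicate activity score at least 50, where 100 means six control SD above control mean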;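 further: yeast exposed to compound for 9 h at 30 °C; higher score means more reporter readthrough which indicates perturbed polyadenylation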
KCNQ1 inh – blocks the human KCNQ1 potassium channel. B-score at 10 µM. actives 1.3% (n = 310,000). P51787. CHO-K1 KCNQ1, FluxOR thallium flux fluorescence; active compounds read high;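 active means compounds whose thallium flux B-score, printed positive for inhibition, exceeds three library SD while starting fluorescence stays within three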;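 further: channel opened by potassium depolarization with thallium stimulus after 20 min compound exposure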
KCNQ1 act – potentiators or activators of human KCNQ1 potassium channel; CHO-K1 KCNQ1, thallium flux FluxOR fluorescence; active compounds read high; B-score at 10 µM; actives 0.35% (n = 310,000);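 active means fluorescence ratio B-score, a plate-corrected score, at least three library SD, with initial intensity B-score within 5 SD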
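Assay system: CHO-K1 cells stably expressing KCNQ1; Medium: assay buffer with matched DMSO; Also added: K+/Tl+ depolarizing stimulus; Dosing: single dose; Timing: dye 90 min, compound 20 min, room temperature; Measured by: kinetic FluxOR thallium fluorescence, 10-s 1-Hz baseline, 110-s post-stimulus read; Read-out: peak-minus-minimum fluorescence over initial fluorescence, negative-control normalized, B-scored.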
KCNK3 block – human KCNK3 channel inhibition, primary screen; O14649; CHO-KCNK3 thallium flux, FluxOR fluorescence; active compounds read low; B-score at 10 µM; actives 0.84% (n = 340,000);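 active means B-score under library mean minus 4 SD, starting fluorescence ratio at most library mean plus 5 SD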;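 further: more negative B-score means stronger inhibition of thallium flux through KCNK3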
hERG rescue – compounds protecting human hERG from proarrhythmic drug block. Q12809. CHO-hERG, FluxOR thallium flux, dofetilide IC70 present. activation (rescue from dofetilide block), less the hit threshold, % at 10 µM. actives 0.51% (n = 310,000). AID 1511;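 active means activation above the mean of controls blocked by dofetilide plus 5 SD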;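 further: thallium influx through hERG after potassium depolarization seen as dye fluorescence rise; in these data hits start at about 4.7%; inactives centre near -7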
Dyrk1A ADPGlo – blocks rat Dyrk1A kinase activity; ADP-Glo luminescence, NFATc1 peptide; inhibition, % at 12.5 µM; actives 0.43% (n = 310,000); AID 504441; in the data active means inhibition above about 50%;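 further: plate controls were vehicle with enzyme for no effect and no enzyme for full effect; many of its hits are not listed in these tables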
GSK3beta inhib – inhibitors of human GSK3beta kinase | GST-GSK3beta kinase, ADP-Glo luminescence, 60 min; active compounds read low | actives 0.038% (n = 300,000) | activity score (negative = inhibition), % at 10 µM;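 active means more than half of replicate wells score below -50%, meaning over 50% inhibition versus plate controls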;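 further: 0% = median DMSO wells and -100% = median GW8510 positive control wells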
Target sequence (P49841 whole entry, looked up): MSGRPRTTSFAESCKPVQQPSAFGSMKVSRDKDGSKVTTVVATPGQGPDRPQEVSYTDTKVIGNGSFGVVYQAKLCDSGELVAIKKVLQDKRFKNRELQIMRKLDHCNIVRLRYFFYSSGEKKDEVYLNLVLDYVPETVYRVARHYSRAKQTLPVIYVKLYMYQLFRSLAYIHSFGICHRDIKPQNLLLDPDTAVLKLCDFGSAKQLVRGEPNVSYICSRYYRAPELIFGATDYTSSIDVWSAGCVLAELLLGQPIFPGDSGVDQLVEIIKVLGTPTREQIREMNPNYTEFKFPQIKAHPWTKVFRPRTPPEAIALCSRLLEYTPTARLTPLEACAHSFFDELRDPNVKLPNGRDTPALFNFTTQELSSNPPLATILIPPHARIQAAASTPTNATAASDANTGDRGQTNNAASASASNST
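test system = GST-tagged human GSK3beta kinase, cell-free | reagent = 25 µM ATP with peptide substrate | dosing = one dose of 10 µM per compound | schedule = 60 min reaction, RT | detection = luminescent ADP-Glo measurement of ADP formed | control set = DMSO neutral wells and GW8510 at 20 µM as positive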
GSK3A inh – inhibitors of human GSK-3 alpha kinase; P49840; ADP-Glo luminescence, 60 min; inhibition, % at 10 µM; actives 0.1% (n = 320,000);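 in the data active means inhibition above about 50%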;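 further: GST-tagged GSK-3 alpha with peptide substrate and 25 µM ATP; 0% = DMSO neutral wells and 100% = GW8510 positive control wells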
Target sequence (P49840 whole entry, looked up): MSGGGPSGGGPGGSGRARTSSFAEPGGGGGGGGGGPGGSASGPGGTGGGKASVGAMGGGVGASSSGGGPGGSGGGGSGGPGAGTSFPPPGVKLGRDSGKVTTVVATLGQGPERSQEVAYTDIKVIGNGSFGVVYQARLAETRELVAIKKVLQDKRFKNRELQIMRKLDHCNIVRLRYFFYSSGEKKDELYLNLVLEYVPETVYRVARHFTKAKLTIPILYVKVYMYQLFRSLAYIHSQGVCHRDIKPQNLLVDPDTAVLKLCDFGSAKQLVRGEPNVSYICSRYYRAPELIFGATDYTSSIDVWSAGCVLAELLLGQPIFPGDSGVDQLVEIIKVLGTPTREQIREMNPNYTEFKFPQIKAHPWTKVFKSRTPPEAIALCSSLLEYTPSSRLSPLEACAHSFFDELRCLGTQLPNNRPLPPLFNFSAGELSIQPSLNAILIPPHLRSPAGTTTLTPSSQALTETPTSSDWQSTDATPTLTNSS
* marks the source's active call; other numbers are inactive results; i = inactive; nt = not tested or not shown. This is a subset; count on the stated rates, not on these rows.

SMILES	RGS4 inh	RGS4 pot	KCNK9 inh	PolyA inhibitor	KCNQ1 inh	KCNQ1 act	KCNK3 block	hERG rescue	Dyrk1A ADPGlo	GSK3beta inhib	GSK3A inh
Cc1ccc(C)c(Cc2c(C)nc(C)[nH]c2=O)c1	i	i	i	i	i	i	i	-4.5	-1.3	0.5	-5.8
Cc1nn(Cc2c(F)c(F)c(F)c(F)c2F)c(C)c1NC(=O)c1cccc(COc2ccc(Cl)cc2)c1	i	i	i	i	i	i	i	-13.2	5.3	2.9	-0.9
CSc1ccc(NC(=O)N2CC(C)OC(C)C2)cc1 (stereo not given)	i	i	i	i	i	i	i	-5.2	6.8	3.4	nt
O=C(NCc1ccccn1)C1CCN(S(=O)(=O)c2ccc(Br)cc2)CC1	i	i	i	i	i	i	i	-5.0	0.7	-0.5	-1.8
O=C(O)c1nn(CCOc2cccc(Br)c2)c(=O)c2ccccc12	i	i	i	i	i	i	i	-4.4	-1.6	1.8	0.4
CCC1=C(OC(=O)N(CC)CC)N2C(=O)OC(=NCCc3c[nH]c4ccccc34)[C@]2(Cc2ccccc2)[C@H]2C1=CC[C@H]1C(=O)N(C)C(=O)[C@H]12	i	i	-9.45*	i	i	i	i	-10.7	0.2	1.6	-2.2
C/C(=N\NC(=S)Nc1ccccc1C)c1cc2ccccc2o1	i	i	i	i	i	i	i	-6.9	-10.4	2.6	-0.7
Cn1c(SCc2ccccn2)nc2c1c(=O)[nH]c(=O)n2C	i	i	i	i	i	i	i	-4.5	-2.0	2.6	-3.2
CCCCCCCC1(C)NC(=O)N(c2ccccc2)N1 (stereo not given)	i	i	i	i	i	i	i	-8.9	3.4	0.2	-4.4
CCC1C(=O)Nc2ccccc2N1C(=O)COc1ccccc1 (stereo not given)	i	i	i	i	i	i	i	-2.5	-6.9	0.9	-1.0
CCC1CN(C(=O)N2CCC(C(=O)NCCc3ccc(OC)c(OC)c3)CC2)c2ccccc2O1 (stereo not given)	i	i	i	i	i	i	i	-19.8	-3.1	1.8	0.4
CCC(C)(C)c1nnc(NC(=O)CCC2CCCCC2)s1	i	i	i	i	i	i	i	-7.5	nt	2.8	-1.9
O=C(c1ccc(N2CCCCC2)c([N+](=O)[O-])c1)N(Cc1ccccc1)c1ccccn1	i	i	i	i	i	i	i	-18.1	-3.1	0.8	-1.9
CC(C)c1ccc(NC(=O)C2CCCN(S(=O)(=O)c3ccc4c(c3)C(C)(C)C(=O)N4C)C2)cc1 (stereo not given)	i	i	i	i	i	i	i	-10.6	-0.7	2.4	1.0
O=C(c1cc2ccccc2[nH]1)N(Cc1cccnc1)CC1CCCN(C2CCCCC2)C1 (stereo not given)	i	i	i	i	i	i	i	-6.9	-4.0	0.4	-0.6
CCOC(=O)C1=C(C)N=C(/N=C/N(C)C)SC1c1ccccc1 (stereo not given)	i	i	i	i	i	i	i	-7.0	7.1	1.5	4.0
CCOC(=O)/C(C#N)=C/C1=C(N2CCOCC2)CC(C)(C)OC1	i	i	i	i	i	i	i	-13.0	14.2	1.1	-1.1
CCCCOc1ccc(/C=N/NC(=S)Nc2cc(C)ccc2C)cc1	i	i	i	i	i	i	i	-8.9	-4.9	1.6	-1.6
CCN1C(=O)[C@H]2[C@@H](c3ccc(C)cc3)N3C(=O)N(c4ccc(C(F)(F)F)cc4)C(=O)[C@@]3(CC)[C@H]2C1=O	i	i	i	i	i	i	i	0.3	1.9	-0.2	0.9
COc1ccc(CNC2=CC(=O)CC(C)(C)C2)cc1	i	i	i	i	i	i	i	-12.2	2.3	1.7	-1.2
COc1ccc(Nc2cc(C)nc3nc(C)nn23)c(OC)c1	i	i	i	i	i	i	i	-8.7	14.9	1.2	nt
CCCCN(CCCC)C(=S)NC(=O)C(C)(C)C	i	i	i	i	i	i	i	-2.3	0.5	4.0	-4.9
O=C(CSc1ccccc1F)OCC(=O)N1CCN(C(=O)c2ccco2)CC1	i	i	i	i	i	i	i	-9.0	0.4	-2.5	0.1
COc1cc(NC(=O)C(Cc2ccccc2)n2cccc2)cc(OC)c1 (stereo not given)	i	i	i	i	i	i	i	-11.7	7.0	-9.1	-2.2
CC(C)C(=O)Nc1ccc(Cc2ccc(NC(=O)C(C)C)c(O)c2)cc1O	i	i	i	i	i	i	i	-10.0	-1.8	3.3	1.9
O=C(NNC(=S)NC(=O)c1ccc(F)cc1)c1cccnc1	i	i	i	i	i	i	i	-14.1	-1.0	-0.3	2.5
CC(=O)c1c(C)[nH]c(C(=O)NCCc2ccccc2)c1C	i	i	i	i	i	i	i	-10.5	2.9	-1.3	-3.7
COCc1cc(=O)[nH]c(N2CCN(Cc3ccc4c(c3)OCO4)CC2)n1	i	i	i	i	i	i	i	-2.0	-5.1	1.4	-1.3
COC(=O)C1=C(C)N(C)C(C)=C(C(=O)OC)C1c1ccc(Cl)cc1	i	i	i	i	i	i	i	-3.2	3.0	1.7	-1.7
COc1ccc(C(=O)N/N=C/c2sc(N3CCOCC3)nc2-c2ccccc2)cc1OC	i	i	i	i	i	i	i	-41.2	-4.8	2.0	-0.2

Random excerpt: two compounds from above
SMILES	RGS4 inh	RGS4 pot	KCNK9 inh	PolyA inhibitor	KCNQ1 inh	KCNQ1 act	KCNK3 block	hERG rescue	Dyrk1A ADPGlo	GSK3beta inhib	GSK3A inh
Cc1ccc(C)c(Cc2c(C)nc(C)[nH]c2=O)c1	i	i	i	i	i	i	i	-4.5	-1.3	0.5	-5.8
CCC1CN(C(=O)N2CCC(C(=O)NCCc3ccc(OC)c(OC)c3)CC2)c2ccccc2O1 (stereo not given)	i	i	i	i	i	i	i	-19.8	-3.1	1.8	0.4

Following part.
SMILES	RGS4 inh	RGS4 pot	KCNK9 inh	PolyA inhibitor	KCNQ1 inh	KCNQ1 act	KCNK3 block	hERG rescue	Dyrk1A ADPGlo	GSK3beta inhib	GSK3A inh
O=C(/C=C/c1cccs1)Nc1ccc(N2CCOCC2)c(S(=O)(=O)Nc2cc(Cl)ccc2Cl)c1	i	i	i	i	i	i	i	-10.9	4.7	-2.6	-1.2
O=C(N/N=C/c1ccc(Cl)cc1)Nc1ccccc1	i	i	i	i	i	i	i	-2.8	-3.8	-4.2	3.3
Cc1cccc(CN2CCN(CC(=O)NCCCN3CCN(c4ccc(F)cc4)CC3)C2=O)c1	i	i	i	i	i	i	i	-16.0	-0.5	2.5	1.5
COc1ccccc1N1CCN(C(=O)c2ccc(Br)s2)CC1	i	i	i	i	i	i	i	-1.5	11.3	0.7	-1.5
O=C1CN(C(=O)c2ccccc2F)C(c2ccc(F)cc2)c2cc(F)ccc2N1 (stereo not given)	i	i	i	i	i	i	i	-5.3	-2.5	0.4	-0.7
CC(C)(C)C1CCC(=NNC(=O)c2ccco2)CC1 (stereo not given)	i	i	i	i	i	i	i	-11.8	-6.7	-2.3	7.9
S=c1nc(-c2ccccc2)n(-c2ccccc2)[nH]1	i	i	i	i	i	i	i	-6.7	4.2	0.7	-4.7
O=C(NNc1ccccc1F)c1ccccc1	i	i	i	i	i	i	i	-7.8	4.1	2.2	7.8
CC(C)CC(=O)Nc1ccc(Oc2ccc(NC(=O)CC(C)C)cc2)cc1	i	i	i	i	i	i	i	1.6	-4.7	-4.6	-2.9
Cc1cc(C)n2nc(C(=O)NNC(=O)c3ccc(Cl)cc3)nc2n1	i	i	i	i	i	i	i	-13.4	11.5	2.0	2.6
Cc1ccnc(NC(=O)c2ccc(Cl)s2)c1	i	i	i	i	i	i	i	-7.2	7.9	-4.7	-0.7
COCCN1CCc2[nH]c(=S)[nH]c(=O)c2C1	i	i	i	i	i	i	i	-13.5	-7.4	1.9	-0.8
Cc1nnc(NC(=O)CN2CCN(Cc3ccccc3)CC2)s1	i	i	i	i	i	i	i	-6.6	1.8	5.2	0.6
CC1(C)CC(=O)c2sc(NC(=O)C(C)(C)C)nc2C1	i	i	i	i	i	i	i	-15.4	2.2	-4.4	0.0
CSCC(=O)Nc1ccc(F)c(Cl)c1	i	i	i	i	i	i	i	-7.2	-5.6	2.5	-1.1
COc1cccc2c(SCC(=O)N/N=C/c3ccc(O)cc3O)cc(C)nc12	i	i	i	i	i	i	i	-8.5	3.5	0.2	nt
Cc1ccc(C(C2=C(O)CC(C)(C)CC2=O)C2C(=O)CC(C)(C)CC2=O)s1 (stereo not given)	13.7*	i	i	i	i	i	i	-10.8	-3.6	2.2	-0.3
Cc1c(NC(=O)/C(=C\c2ccccc2)NC(=O)c2ccccc2)c(=O)n(-c2ccccc2)n1C	i	i	i	i	i	i	i	-9.8	1.1	1.8	-1.2
O=C(CSCC(=O)OCn1nnc2ccccc2c1=O)Nc1ccc(Cl)cc1	i	i	i	i	i	i	i	-13.6	1.3	-0.8	-4.7
Cc1cccc(C(=O)Oc2ccccc2-c2nnco2)c1	i	i	i	i	i	i	i	-3.4	10.9	-0.5	-0.5
CCOC(=O)c1c(NC(=O)CN2C(=O)NC(C)(c3ccc(Cl)cc3)C2=O)sc(C(=O)NC)c1C (stereo not given)	i	i	i	i	i	i	i	-8.4	2.4	-0.1	-0.3
Cc1sc2ncnc(N3CCC(C(=O)NNC(=O)COc4cccc(C(F)(F)F)c4)CC3)c2c1C	i	i	i	i	i	i	-8.72*	-19.2	1.2	-3.1	1.2
Cc1ccc(S(=O)(=O)N2CCCC2CNC(=O)C(=O)Nc2ccc(F)cc2F)cc1 (stereo not given)	i	i	i	i	i	i	i	-11.4	8.9	1.5	-0.6
CC(C)(C)c1cc[n+](CC(=O)Nc2cc(C(F)(F)F)ccc2N2CCOCC2)cc1	i	i	i	i	i	i	i	-2.9	-4.4	0.7	1.9
COC(=O)c1ccc(C2NC(=O)NC(C)=C2C(=O)N(C)C)cc1 (stereo not given)	i	i	i	i	i	i	i	-10.1	10.5	-3.0	-2.2
Oc1ccc(C[C@H]2CNCCN2CC2CCCCC2)cc1	i	i	i	nt	i	i	i	-5.2	4.0	2.6	-0.4
N#Cc1ccccc1NC(=O)c1ccc2c(c1)OCO2	i	i	i	i	i	i	i	-3.6	3.3	nt	-1.8
COc1ccc(/C=C/C(=O)N2CCCC2)cc1OC	i	i	i	i	i	i	i	-4.3	-0.9	-1.5	-0.6
Cc1cnc(C(=O)OCC(=O)Nc2cccc(Cl)c2)cn1	i	i	i	i	i	i	i	-10.6	-6.8	-0.1	1.8
CC1CCN(C(=O)CN(CCc2ccccc2)S(C)(=O)=O)CC1	i	i	i	i	i	i	i	-15.6	0.0	-0.4	-0.3
